Bioassay records deposited in PubChem by several laboratories.
CDK5 p35 inh: blocks human CDK5/p35 kinase activity; 330,000 tested, 0.01% active; Q00535+Q15078; AID 488839; inhibition, % at 10 µM; Recombinant CDK5/p35, ADP-Glo luminescence, 60 min;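 active means highest replicate inhibition of at least 50% and at least 75% of replicates reaching 50%; inconclusive means only one of the two criteria met; inactive means both criteria failed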;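 further: plate controls were DMSO neutral control for no effect and GW8510 at 10 µM for full effect; many of its hits are not listed in these tables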
NSD2 inh: NSD2 (human) methyltransferase inhibition; 310,000 tested, 0.54% active; inhibition, % at 12.5 µM; NSD2 peptide methylation, AlphaScreen, 120 min; AID 743445; O96028; in the data active means inhibition above about 50%
Target sequence (O96028 whole entry, looked up): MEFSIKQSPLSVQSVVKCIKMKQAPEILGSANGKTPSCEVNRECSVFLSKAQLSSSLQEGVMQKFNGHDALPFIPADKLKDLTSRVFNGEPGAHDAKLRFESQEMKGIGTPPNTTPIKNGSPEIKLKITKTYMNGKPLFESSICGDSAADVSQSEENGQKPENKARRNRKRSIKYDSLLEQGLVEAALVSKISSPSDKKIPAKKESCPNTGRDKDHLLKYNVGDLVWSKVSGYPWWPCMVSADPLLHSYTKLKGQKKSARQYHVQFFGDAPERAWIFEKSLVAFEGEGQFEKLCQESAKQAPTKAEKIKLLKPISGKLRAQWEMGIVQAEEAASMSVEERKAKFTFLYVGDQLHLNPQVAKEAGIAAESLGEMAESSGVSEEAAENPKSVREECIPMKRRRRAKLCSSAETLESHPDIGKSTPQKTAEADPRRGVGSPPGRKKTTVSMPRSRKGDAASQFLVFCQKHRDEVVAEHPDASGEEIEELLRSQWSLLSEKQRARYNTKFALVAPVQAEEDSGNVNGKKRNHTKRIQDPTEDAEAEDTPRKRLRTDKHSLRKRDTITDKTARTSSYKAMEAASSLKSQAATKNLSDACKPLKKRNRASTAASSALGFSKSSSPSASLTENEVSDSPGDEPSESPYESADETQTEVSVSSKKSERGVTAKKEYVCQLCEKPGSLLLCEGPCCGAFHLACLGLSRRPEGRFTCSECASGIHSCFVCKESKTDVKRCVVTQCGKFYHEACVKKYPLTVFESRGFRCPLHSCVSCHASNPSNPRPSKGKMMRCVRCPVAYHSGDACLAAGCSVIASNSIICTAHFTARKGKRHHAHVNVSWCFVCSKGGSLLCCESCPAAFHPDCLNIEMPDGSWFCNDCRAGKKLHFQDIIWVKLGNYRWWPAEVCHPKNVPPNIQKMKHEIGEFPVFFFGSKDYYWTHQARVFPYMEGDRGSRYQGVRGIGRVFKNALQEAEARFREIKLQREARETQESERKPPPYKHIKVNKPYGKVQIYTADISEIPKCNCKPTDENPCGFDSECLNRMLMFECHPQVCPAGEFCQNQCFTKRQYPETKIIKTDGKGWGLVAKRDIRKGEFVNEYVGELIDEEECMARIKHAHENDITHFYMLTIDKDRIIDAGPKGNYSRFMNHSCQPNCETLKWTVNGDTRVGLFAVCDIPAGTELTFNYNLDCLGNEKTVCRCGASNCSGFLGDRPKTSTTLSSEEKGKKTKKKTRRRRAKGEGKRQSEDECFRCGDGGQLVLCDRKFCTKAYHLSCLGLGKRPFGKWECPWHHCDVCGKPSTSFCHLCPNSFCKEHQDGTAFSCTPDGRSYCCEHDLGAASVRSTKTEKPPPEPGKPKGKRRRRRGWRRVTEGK
PvdQ inh: P. aeruginosa PvdQ acylase inhibition. purified PvdQ acylase, fluorescence plate reader. inhibition, % at 10 µM. 340,000 tested, 0.063% active; in the data active means inhibition above about 30%, passing the limit was not always enough; inconclusive means no clear call, values can overlap the other calls;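 further: 0% = vehicle neutral wells and 100% = reference inhibitor wells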
Keap1 Nrf2 FP: Keap1-Nrf2 (human) interaction inhibition; Q14145; AID 504523; 340,000 tested, 0.15% active; inhibition, % at 9.4 µM; Keap1 Kelch-Nrf2 peptide fluorescence polarization, 1536-well; in the data active means inhibition above about 12%; inconclusive means no clear call, values can overlap the other calls; inactive means below about 7.3%;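 further: human Keap1 Kelch domain with fluorescein labeled Nrf2 9mer peptide probe; 0% = neutral control wells and 100% = peptide positive control; higher means more block of Keap1 binding to Nrf2 peptide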
LANA DNA inh: blocks KSHV LANA C-terminal domain binding to DNA; MBP-C-LANA/FAM-LBS DNA binding, fluorescence polarization; inhibition, % at 9 µM; 340,000 tested, 0.078% active; AID 504423;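 active means highest replicate inhibition at or above 60% at 9 µM, even if other replicates fall short; inactive means all replicates below 60% inhibition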;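 further: 0% = neutral control wells and 100% = 4 µM acridine orange control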
dFosB activator: enhances mouse delta FosB homodimer DNA binding; purified delta FosB, TAMRA-CDK5 oligo fluorescence polarization; percent of positive-control signal above neutral wells; 340,000 tested, 0.99% active; AID 493131; P13346; activation, % at 25 µM;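 active means mean activation above about 17%, with every replicate also reaching it, limit read from the data, passing the limit was not always enough; inconclusive means only one of the two conditions met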;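 further: fluorescence polarization rise as delta FosB binds a TAMRA Cdk5 AP-1 oligo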
Cardiac RTF inh: cardiac RTF calcium desensitization; P19429+P45379; IANBD-labeled cardiac RTF, Ca2+ fluorescence; inhibition, % at 7.15 µM; 340,000 tested, 0.12% active; AID 493244;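 active means inhibition above the mean inhibition of all tested compounds plus 3 SD, cut at about 17% in these data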;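 further: assay run at fixed EC70 calcium of 1.6 mM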
SUMO Mot1 rescue: inhibitors of SUMOylation pathway: yeast Mot1-301 growth rescue. S. cerevisiae Mot1-301 growth rescue, ATP luminescence, 38.5C; percent above DMSO median, 100 means doubled. growth rescue, % at 18.8 µM. 320,000 tested, 1% active. AID 2716;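 active means every valid replicate shows activation above 250% relative to neutral control wells; inactive means the rest, any valid replicate at or below 250%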;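 further: OY570 slx delta 5 strain wells were the positive control but not used for scaling; some compounds called inactive have numbers as strong as hits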
PfHsp90 yeast 2: growth inhibition of yeast expressing Plasmodium Hsp90 | S. cerevisiae expressing PfHsp90, BacTiter-Glo ATP, 48 h; yeast lacking PDR1 and PDR3 efflux regulators | inhibition, % at 9.4 µM | 310,000 tested, 0.32% active;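 active means every replicate shows inhibition above about 80%, whatever the replicate mean, limit read from the data; inconclusive means mean inhibition reaches the set limit but some replicate falls short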;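 further: 0% = DMSO neutral controls and 100% = 20 µM radicicol positive controls; yeast relying on Plasmodium falciparum Hsp90 in place of its own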
cardiac RTF act: cardiac RTF calcium sensitization; P19429+P45379; IANBD-labeled TnC RTF fluorescence at EC20 calcium; 0% EC20 calcium, 100% full calcium; activation, % at 7.2 µM; 340,000 tested, 0.24% active; AID 493008;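 active means activation above the mean over all tested compounds plus 3 SD, cut at about 30% in these data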;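 further: rise in fluorescence read as greater calcium sensitivity of cardiac thin filaments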
Rtt109 HAT inh: inhibitors of Candida albicans Rtt109/Vps75 histone acetyltransferase; Q5AAJ8; purified Rtt109/Vps75, ThioGlo CoA-SH fluorescence, 4 h; inhibition, % at 34.9 µM; 330,000 tested, 0.16% active;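 active means inhibition of at least 50% in every replicate; inconclusive means best replicate reaches 50% inhibition but some replicates fall short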
Starred values were filed as active, the others as inactive; i = inactive; ? = inconclusive; / = not tested or not shown. No enrichment for hits; overall some 3.2% were active at least once.

SMILES	CDK5 p35 inh	NSD2 inh	PvdQ inh	Keap1 Nrf2 FP	LANA DNA inh	dFosB activator	Cardiac RTF inh	SUMO Mot1 rescue	PfHsp90 yeast 2	cardiac RTF act	Rtt109 HAT inh
Cc1ccc(C(=O)NC2CCN(C(=O)Nc3ccc(F)cc3)CC2)cc1	-0.4	-8	-12	-9	0.5	2	-5	-4	6	-1	-5
O=C(CSc1n[nH]c(-c2cccs2)n1)NCCc1ccccc1	-5.4	0	-14	-4	0.7	-3	-2	-8	/	-5	-2
CC1CCCCN1S(=O)(=O)c1ccc(S(=O)(=O)NCCc2ccncc2)cc1 (stereo not given)	-1.6	-1	-16	-7	0.6	-4	-10	0	/	7	-3
Cc1ccc(NC(=O)COc2ccccc2C(=O)Nc2ccccc2)cc1Cl	0.9	4	11	-1	0.0	-3	-4	126	-4	8	20
Cc1cc2ccccc2nc1SCC(=O)NC1CCCCC1	-1.3	-2	-16	-2	-1.3	-4	-2	32	21	1	0
O=C1COc2ccc(S(=O)(=O)CCC(=O)N3CCN(c4cccc(Cl)c4)CC3)cc2N1	-0.6	0	7	0	0.1	-5	-3	78	2	0	8
COc1cccc(-c2c(C(=O)O)cc(O)c3ccc(OC)cc23)c1	-0.1	1	-27	-2	1.0	-7	-9	/	-30	5	-17
O=C(CN(c1ccc(F)cc1)S(=O)(=O)c1ccc2c(c1)OCCO2)NCc1ccccn1	0.3	3	-3	-2	-0.1	-11	-7	2	-6	4	-3
CC(C)N1CCN(Cc2ccc(C#CCCO)cc2)CC1CCO (stereo not given)	1.4	/	-5	-3	-1.3	-6	8	211	-13	-6	3
CCc1ccccc1N(CC)C(=O)c1cn(C)c(=O)c2cc(OC)c(OC)cc12	-0.4	/	-5	5	1.0	-2	-6	1	-5	-3	0
CCS(=O)(=O)n1nc(-c2ccc(Cl)cc2)nc1SC	-0.1	-3	-5	-1	0.6	-8	0	-10	/	-3	-9
CCCCOCCCNS(=O)(=O)c1ccccc1	-1.7	4	-10	0	1.6	-1	-5	-10	-20	0	-3
OCC1(CCCc2ccccc2)CCN(C2CCSCC2)CC1	-9.2	1	-5	-6	-1.6	-7	1	250	-12	9	-4
COc1cccc(C(=O)Nc2nnc(S(=O)(=O)N3CCOCC3)s2)c1	-0.7	-2	-7	-7	-0.1	-10	-2	-18	3	-1	4
CCC(=O)Nc1ccc(C(=O)NCc2ccccn2)cc1	-0.1	0	7	-3	-1.2	-5	-7	8	12	-7	/
CC(=O)C1=C(C)NC(=S)NC1c1cc([N+](=O)[O-])ccc1O (stereo not given)	1.9	-3	-9	-2	0.2	-1	2	44	22	3	-12
COc1ccc(S(=O)(=O)N(c2onc(C)c2Cl)S(=O)(=O)c2ccc(OC)c(OC)c2)cc1OC	-5.6	5	-11	-2	-1.7	3	2	-7	19	-2	-12
COc1ccccc1CNC(=O)C(=O)NCC1OCCCN1S(=O)(=O)c1ccc(F)cc1C (stereo not given)	-1.6	-1	-13	1	0.8	-9	-4	-5	16	6	10
O=C(Cc1c[nH]c2ccccc12)N1CCN(c2ccccc2)CC1	0.6	-6	5	-2	2.0	-7	2	-7	-5	-2	15
CCCN1Cc2cccc(C(=O)NC(CC(=O)OCC)c3ccc(OC(C)C)cc3)c2C1=O (stereo not given)	0.2	13	-9	2	-1.3	-14	-9	49	-3	6	-7
O=C(CNC(=O)c1ccc2c(c1)OCCO2)N/N=C/c1ccc(Cl)cc1	1.2	3	-14	-5	0.1	-4	-5	-7	-23	-3	7
O=C(Cc1ccsc1)NCC(c1ccco1)N1CCCCC1 (stereo not given)	-0.9	-1	-13	-4	-1.5	-1	-10	-4	-33	-1	3
COc1ccc(-n2cnnc2)cc1	1.2	1	-12	-3	1.5	-3	4	4	-8	3	-5
CC(NC(=O)Cn1nc(-c2ccccc2)c2ccccc2c1=O)c1ccccc1 (stereo not given)	-1.8	1	1	5	-1.9	-10	-7	6	0	-3	4
O=C(COc1ccc(Cl)cc1Cl)NC(=S)N1CCCc2ccccc21	-1.8	/	-6	-3	-1.4	-9	-8	86	17	7	-1
CCn1c(=O)c2c(cnn2C)c2ccccc21	3.0	-56	-17	-7	-0.3	-9	0	-6	5	8	0
Cc1ccsc1CN(C)C(=O)c1ccc(Oc2ccccc2)cc1	1.2	1	-5	-4	-0.8	-3	-8	-4	14	5	-6
CNc1ccc(/C=C/C(=O)c2cccc3ccccc23)cc1[N+](=O)[O-]	-1.4	2	-10	-1	-1.2	-12	-20	2	-16	3	4
O=C(O)C1CCN(c2nc(-c3ccccc3)nc3c2oc2ccccc23)CC1	0.9	-2	-11	-4	-2.1	-15	-1	0	-76	7	-2
Cc1ccc(NC(=O)Cc2cc(C(=O)O)c3ccccc3n2)c(C)c1	-0.9	-3	3	-2	-2.7	-4	4	2	15	-6	4
COc1ccc(NC(=O)/C=C/C(=O)O)cc1Cl	-0.4	2	2	1	0.4	4	1	-14	9	0	-13
CCCCOc1ccc(N(CC(=O)NC2CCCCC2)C(=O)CCC(=O)Nc2ccccn2)cc1	0.7	4	-12	-3	0.2	-7	-13	-1	14	-2	-3
CC1=N/C(=C\c2ccc([N+](=O)[O-])cc2)C(=O)N1c1ccc(Br)c(C)c1	-0.1	/	5	-4	3.0	-14	-2	-9	-4	5	/
CC(c1ccccn1)N(Cc1ccco1)C(=S)Nc1cccc(F)c1 (stereo not given)	1.3	0	-21	-3	0.0	-8	3	11	-19	-3	-3
Cc1c(/C=N/NC(=O)C(C)(C)Oc2ccc(Cl)cc2)cnn1C	1.1	13	-14	-2	0.5	-2	-15	-25	16	5	3
Cc1ccnc(NS(=O)(=O)c2ccc(NC(=O)C34CC5CC(CC(C5)C3)C4)cc2)n1	0.4	-2	-7	-1	-1.0	-6	-14	134	/	11	-3
COC(=O)C1CC(O)CN1C(=O)Nc1cccc(C(F)(F)F)c1 (stereo not given)	-0.9	0	16	0	0.2	0	-8	9	-6	-1	-6
CCOC(=O)c1c(NC(=O)CSc2nc3ccccc3o2)sc(C(C)=O)c1C	-1.0	-7	-18	1	0.6	-12	-16	7	3	9	-6
O=C(COC(=O)c1ccc(Cl)nc1)Nc1c(Cl)cccc1C(F)(F)F	1.0	-1	13	-5	0.5	2	-5	-27	4	0	3
Cc1cccc(NC(=O)c2nc[nH]c2C(=O)NCCCCCNC(=O)OC(C)(C)C)c1	-4.5	/	-1	-4	0.5	-7	10	-4	-63	-2	-5
Cc1ccc(S(=O)(=O)N2CCN(C(=O)c3c(-c4ccccc4)noc3C)CC2)cc1	-0.3	29	11	0	-0.8	-3	-10	8	7	-4	5
COc1ccccc1NC(=O)CSc1nnnn1C	1.3	1	7	3	0.2	-3	-6	1	-5	-2	7
C=CCn1c(=O)n(CCOC)c(=O)c2sc3ccccc3c21	-1.2	/	-1	0	0.8	2	5	-9	0	-11	0
COc1cccc(NC(=O)CN(C)C(=O)c2cc(C)on2)c1	-1.0	1	-2	1	0.9	-1	-2	9	-4	5	9
N#CC1=C(SCC(=O)c2ccc(Br)cc2)NC2=C(C(=O)CCC2)C1c1ccco1 (stereo not given)	-2.1	/	-12	-7	4.8	-6	1	8	-15	-4	3
O=C(Nc1cccc(-c2nnc(-c3ccccc3)o2)c1)C1CCCO1 (stereo not given)	0.2	-1	-17	-1	-0.8	-28	-22	18	-4	3	-5
CCN1CCCC1CNC(=O)c1ccc2c(c1)NC(=O)/C(=C\c1ccc(OC)c(OC)c1)S2 (stereo not given)	5.2	31	12	-2	-0.1	44*	-2	282	-1	-4	?
COc1cc2c(cc1OC)CN(C(=O)c1ccc(S(=O)(=O)N3CCCCC3)cc1)CC2	-2.2	1	-13	-3	-0.3	-3	-15	-7	-5	6	-6
O=C(Cc1ccc2cccnc2c1)c1ccc(O)cc1O	-0.3	/	8	0	1.1	-17	-26	0	-12	11	60*
COc1ccc(CN(C)C(C)C(=O)Nc2ccc(S(=O)(=O)N3CCOCC3)cc2)c(OC)c1 (stereo not given)	0.2	0	7	-2	0.5	-2	-9	0	9	9	-8
CN1CCC(=NNC(=O)c2cc(-c3ccc(Cl)cc3)n[nH]2)CC1	0.9	1	-10	5	-1.5	-7	3	-6	-9	-2	13
CCCCn1cnc2c(cnn2-c2ccc(Cl)cc2)c1=O	1.5	-2	-6	-3	-0.5	-1	-3	8	4	7	-2
CCn1c(SC)nnc1-c1ccc(S(=O)(=O)N2CCCCC2)cc1	0.6	2	5	2	0.1	-12	-2	-5	/	-1	15
Nc1c(N(Cc2ccco2)C(=O)COc2ccccc2F)c(=O)[nH]c(=O)n1Cc1ccccc1	-1.8	0	4	-2	-0.9	6	-4	0	-12	-2	24
COc1cccc2cc(C(=O)CS(=O)(=O)c3ccc(Cl)cc3)c(=O)oc12	1.0	-1	-7	-2	-0.1	4	-6	42	37	-4	-3
C/C(=N\NC(=O)Cc1cccn1C)c1ccc2ccccc2c1	-2.0	0	1	-1	1.3	-7	3	/	-12	-5	-10
O=c1oc2cc(O)ccc2cc1-c1ccccc1	5.1	-25	-34	-4	0.6	-5	4	-5	6	-7	i
CCCOc1ccc(C(F)(F)F)cc1NS(=O)(=O)c1ccc(Cl)nc1	0.5	-1	-4	-1	0.7	-7	-12	/	/	2	-17
COC(=O)C1C(=O)C2=C(CC1C)NC(=O)CC2c1ccccc1 (stereo not given)	0.6	-1	-16	-6	-0.7	3	-4	122	/	-1	2
O=C(O)Cc1sc(NC2CCCCC2)nc1-c1ccc(Cl)cc1	0.5	99*	-15	-5	-1.2	-6	9	8	5	6	1

Remaining list, next part.
SMILES	CDK5 p35 inh	NSD2 inh	PvdQ inh	Keap1 Nrf2 FP	LANA DNA inh	dFosB activator	Cardiac RTF inh	SUMO Mot1 rescue	PfHsp90 yeast 2	cardiac RTF act	Rtt109 HAT inh
Cc1nn(C)c(C)c1S(=O)(=O)N1CCC(C(=O)NC2CCCc3ccccc32)CC1 (stereo not given)	-0.5	/	-10	2	0.6	-9	-4	234	-1	1	1
CCC(=O)Nc1ccc(C(=O)COC(=O)c2nc3nccc(C)n3n2)cc1	1.5	7	-15	-1	1.1	-19	9	13	2	-4	-3
CCOc1nc(-c2ccccc2)ccc1-c1noc(COC)n1	4.0	-3	8	4	-0.2	-15	6	52	-4	-6	12
O=C(Nc1ccccn1)c1ccc(COc2ccccc2Cl)o1	-0.8	-1	-3	2	0.8	-10	-2	-19	/	8	-1
